Pf Dd2 growth: Plasmodium falciparum Dd2 growth inhibition; P. falciparum Dd2 growth, SYBR Green, 72 h; Potency, µM (doses to about 28.9 µM), without a hit: at the top dose activity, negative = inhibition, hits mostly inhibitors; hit rate 4.3% among 120,000; active = well fitted inhibition curve with a large enough effect; inconclusive = small, poorly fitted or top-dose-only effect; inactive = no such curve, though single readings can be large or run the other way;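 note: plate controls were DMSO vehicle for no effect and reference drug for full effect; nearly all actives have a fitted effect of over 65% in size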
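Readout: SYBR Green fluorescence, 485 nm excitation, 535 nm emission, after ~16 h lysis at 37C. Before that, Dd2-infected red cells (2.5% hematocrit) grew 72 h with compound, 29 uM top final concentration.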
An asterisk follows results filed as active; i = inactive; ? = inconclusive; [ ] = dose if it differs, or a comment. Potency is the fitted concentration of half-maximal effect. An excerpt. The share of hits here may be higher or lower than overall.

SMILES	Pf Dd2 growth
COc1cc2c(cc1OC)C(COc1ccc3c(C)cc(=O)oc3c1)N(C(=O)C(C)C)CC2 (stereo unspecified)	?
CC(C)N1C(=O)C2(CCCC2)C1C(=O)NCc1cccc(C(F)(F)F)c1 (stereo unspecified)	-7%
COCCCN(CCC(=O)NCCOC)C(=O)c1cc(C)oc1C	9%
CC(C)CCNC(=O)c1cc(-c2ccncc2)cn1C	?
O=C(Nc1ccc2c(c1)OCCO2)N1CCC2(CC1)CC(N1CCCC1)CCO2 (stereo unspecified)	i
COC(=O)Cc1c(C)c2ccc3c(c2oc1=O)CN(Cc1ccc(C)cc1)CO3	11µM*
Cc1c(C(=O)N2CCN3C(=O)CNC(=O)C3C2)cnn1-c1ccccn1 (stereo unspecified)	-3%
O=C(c1ccc(Cl)cc1)N1CCOCC12CCN(CCc1ccccc1)CC2	?
CCN(CC)C(=O)C1=C(C)N=C2SC=C(CC(=O)NCc3ccccc3)N2C1c1ccccc1F (stereo unspecified)	-12%
COCc1ccc(C(=O)N2CCC3(CC2)CC(c2ccccc2)C(=O)N(C)C3)o1 (stereo unspecified)	-13%
Cc1nc(C)c(CCNS(=O)(=O)c2ccc(F)cc2)s1	47%[activator]
CN(Cc1ccccc1)S(=O)(=O)c1nnc(NC(=O)c2ccccc2Cl)s1	12%
COc1ccc(N2CCN(C(=O)c3ccc4nc(N5CCC(C)CC5)sc4c3)CC2)cc1	i
NC(=O)[C@@H]1CN(C(=O)Cc2ccccc2)C[C@H]1COc1ccccc1	12%
Cc1nn2c(=O)cc(COC(=O)c3cccc(NC(=O)COc4ccccc4Cl)c3)nc2s1	9%
COc1ccc(N2C(=O)CSC23CCN(C(=O)CC(C)C)CC3)cc1	-21%
O=C(c1ccccc1Cl)N1CCn2c(nn(-c3ccc(F)cc3)c2=O)C1	-10%[44.1 µM]
CC(C)CC(=O)N1CCc2[nH]nc(C(=O)NCCCc3ccccc3)c2C1	i
COc1ccc(C2Cn3nnc(C(=O)N4CCN(C(=O)c5ccccc5Cl)CC4)c3CO2)cc1 (stereo unspecified)	-17%
Cc1ccc(OCCSc2nc3ccc(NC(=O)c4ccc(F)cc4)cc3s2)cc1	21%
CCCCC(=O)OC1=C(C(C)=O)N(Cc2ccccc2)S(=O)(=O)c2ccccc21	9%
COc1ccccc1C(=O)Nc1c(C(=O)Nc2cc(Cl)ccc2C)sc2nc(C)cc(C)c12	2%
CCn1c(=O)cc(SCC(=O)NCc2ccc(F)cc2Cl)c2ccccc21	i
Cc1ccc(NC(=O)Cn2cc(S(=O)(=O)Cc3ccccc3)c3ccccc32)cc1C	8%
O=C(O)C[C@@H]1CCN(C(=O)C2CCCC2)C[C@@H]1CCN1CCN(c2ccccn2)CC1	9%[44.1 µM]
COc1ccccc1C(=O)N1CCC2(CC1)NC(=O)N(Cc1ccc(C)cc1)C2=O	-6%
CN1CCN(C(=O)C(C)(C)Oc2nn(CC3CC3)c3ccc(CN4CCCC4)cc23)CC1	?
CN1C[C@@H]2CCCN3CCC[C@@H]([C@H]23)[C@H]1CCCC(=O)NCCCN1CCc2ccccc2C1	?
O=C(COc1ccccc1Cl)N1CCCC(O)(CN2CCCC2)C1 (stereo unspecified)	?
Cc1ccc(-c2nccn3cc(C(=O)N4CCN(c5ncccn5)CC4)nc23)cc1	i
COc1ccc(C2(C(=O)NCCc3ncc(C)n3Cc3ccc(F)cc3)CC2)cc1	?
CN1CC(=O)N(C2CCCNC2)Cc2c(NCC(C)(C)C)ncnc21 (stereo unspecified)	10%
CCCC(=O)N1CCC2(CC1)SCC(=O)N2c1ccc(F)cc1	-17%
COc1ccc(-c2cc(N3CCCN(C(=O)c4ccccc4Cl)CC3)n[nH]2)cc1	?
Cc1ccccc1Nc1nc(-c2cccc(Cl)c2)c2c(n1)-c1ccccc1OC2	-5%
CC(C)CC(=O)N[C@H](C)c1onc(-c2ccc(Cl)cc2)c1C(=O)O	-2%[44.1 µM]
CN(C)C(=O)N1CCC2(CC1)CC(=O)N(c1ccccc1)c1ccccc1O2	-7%
O=C([C@@H]1C[C@H](Oc2cccnc2)CN1S(=O)(=O)Cc1ccccc1F)N1CCCC1	34%[activator]
CC(C)Oc1ccc(CN2C(=O)C3(CCOCC3)CC2c2nnnn2C(C)(C)C)cc1 (stereo unspecified)	-16%
Cc1noc(C2CCCCCN2C(=O)CC2CCCC2)n1 (stereo unspecified)	3%
CCCN(CCC)C(=O)c1cc2c(=O)n3cccc(C)c3nc2n1C	-20%
Cc1ccc(-n2c(C3CCN(C(=O)Cc4ccccc4Cl)CC3)n[nH]c2=O)cc1	-17%
Cc1ccc(-n2c(=O)c3c(cc(C)n3C)n(CC(=O)Nc3ccccc3F)c2=O)cc1	?
COc1ccc(C)cc1NS(=O)(=O)c1c(C(=O)N2CCC(C)CC2)c(C)n(C)c1C	i
COCCCNC(=O)c1ccnc(-c2nnc3ccc(N(C)C)nn23)c1	-20%[44.1 µM]
COCCC(=O)N1CC(Oc2ccc(-c3noc(-c4ccccc4)n3)cc2)C1	?
COc1ccc(CN2CCCC3(CC(c4ccccc4)=NO3)C2)cc1 (stereo unspecified)	-14%
Cc1nnc(NC(=O)c2nc(S(=O)(=O)Cc3ccccc3)ncc2Cl)s1	45%[activator]
COc1ccc(S(=O)(=O)N(CC(=O)Nc2cccnc2)c2ccc(C)cc2)cc1OC	33%[activator]
CCOCc1nc(C2CCCN2C(=O)Nc2ccsc2C(=O)OC)no1 (stereo unspecified)	-11%
COCCC(=O)N1CCCN(CCc2ccccc2)c2ccccc21	i
Cc1nc(C2CC2)ncc1C(=O)N1CCC2(CC1)NC(=O)CC2C(=O)O (stereo unspecified)	-9%
O=C(Nc1ccc(Cl)cc1F)c1cnc2sc(N3CCOCC3)nn2c1=O	16%
O=S(=O)(Cc1ccccc1)N1CCC(N2CC(OCC3CC3)C23CCOCC3)CC1 (stereo unspecified)	i
O=C(c1cc2ccccc2[nH]1)N1CCCN(c2cc(-c3ccccc3)[nH]n2)CC1	-12%
O=C1NCCCCCCN(S(=O)(=O)Cc2ccccc2)[C@H]2CCC[C@@H]12	-20%
Cc1ccc2oc(-c3ccc(C)c(NC(=O)C(C)(C)Oc4ccc(Cl)cc4)c3)nc2c1	-23%
CN(CC1(C)CCOCC1)C(=O)c1ccccn1	-5%
COC(=O)[C@@H](C)NC(=O)[C@H]1CN(S(=O)(=O)c2ccccc2)CCN1C(=O)NC1CCCCC1	14%
COc1ccc(-c2noc(CSc3nnc(C)n3-c3ccc(F)cc3)n2)cc1	6%

New compounds follow.
SMILES	Pf Dd2 growth
Cc1cccc(-c2nocc2CCC(=O)NC2CCN(Cc3ccccc3)CC2)c1	i
O=c1c2cc(-c3cccs3)nn2ccn1CC(O)c1ccccc1 (stereo unspecified)	?
O=C1CCN(C(=O)[C@@H]2CCCN2Cc2ccc(F)cc2F)CCCCCCN1	?
CCOC(=O)C1CCCN(C(=O)C2CC(c3ccc(OC)c(OC)c3)CN(C(=O)COC)C2)C1 (stereo unspecified)	i
CC(=O)N[C@@H]1C[C@H](Cc2ccccc2)O[C@H](c2c(C)nc3sccn23)C1	-14%
COCCc1nncn1C1CCN(C(=O)c2cc(C)ccc2C)CC1	i
O=C(c1ccc2ccccc2n1)N1CCC(N2CC3CC(C2)[C@H]2CCCC(=O)N2C3)CC1 (stereo partly specified)	-4%
S=C(Nc1cccc2ccccc12)N[C@H]1CO[C@H]2[C@@H]1OC[C@H]2OCc1ccccc1	?
CCc1ccccc1N(CC)C(=O)Cn1nc(Cc2ccncc2)c2ccccc2c1=O	?
Cc1ccc(Cl)cc1N1CCN(C(=O)c2cccn3c(=O)c4cc(Cl)ccc4nc23)CC1	9%
O=C1NC2(CCN(Cc3ccc(C(F)(F)F)cc3)C2)Oc2ccccc21 (stereo unspecified)	i
CCOc1ccc(CCNC(=O)c2cn(-c3cccc(OC)c3)c(=O)c3ccccc23)cc1	-23%
Cn1ncc(C(=O)N2CCN(c3ccc(F)cc3)CC2)c1C1CCN(C(=O)OC(C)(C)C)CC1	i
COCC1CN(C(=O)c2ocnc2C)CC12CCNCC2 (stereo unspecified)	60%[activator]
Cc1noc([C@@H]2CN(C(=O)c3cc(C)oc3C)C[C@H]2CO)n1	-14%
O=C(C1CCOC1)N1CCC(C(=O)O)(n2ccc(-c3ccco3)n2)CC1 (stereo unspecified)	4%
O=c1c2oc3ccccc3c2n(Cc2ccc(F)cc2)c(=O)n1Cc1ccco1	-15%
Cc1cc(Cl)ccc1Nc1ncncc1-c1nc(-c2ccccc2)no1	?
CC(NC(=O)C1CCN(C(=O)c2ncn3c2COC(c2ccccc2)C3)CC1)c1ccc(F)cc1 (stereo unspecified)	i
COc1ccccc1-c1cnc(Nc2cncnc2)c2c1CCO2	i

Overlap with the part before: 4 compounds, then new ones.
SMILES	Pf Dd2 growth
O=c1c2oc3ccccc3c2n(Cc2ccc(F)cc2)c(=O)n1Cc1ccco1	-15%
Cc1cc(Cl)ccc1Nc1ncncc1-c1nc(-c2ccccc2)no1	?
CC(NC(=O)C1CCN(C(=O)c2ncn3c2COC(c2ccccc2)C3)CC1)c1ccc(F)cc1 (stereo unspecified)	i
COc1ccccc1-c1cnc(Nc2cncnc2)c2c1CCO2	i
CCCn1c2ccccc2c2cnn(CC(=O)NCCN(CC)CC)c(=O)c21	i
COc1ccc(C(=O)N[C@@H]2CN(Cc3ccccc3)C[C@H]2CO)cn1	?
COc1ccc(C(=O)NCCn2ccn3nc(-c4ccc(F)cc4)cc3c2=O)cn1	-3%
Cc1noc(C)c1CCC(=O)N1C[C@@H](C)[C@@](C)(O)C1	-4%
CCOC(=O)c1ccccc1NC(=O)c1cnn(-c2ccc(OC)cc2)c1C1CCN(C(=O)OC(C)(C)C)CC1	59%[activator]
O=C(CC1COCCN1)NCc1ccc(N2CCCC2=O)cc1 (stereo unspecified)	20%
CNC(=O)[C@@H]1CN(C(=O)c2ccc3cc[nH]c3c2)C[C@H]1C1CCN(C)CC1	19%
CCNC(=O)[C@@H]1C[C@H](N)CN1C(=O)c1ccc(OC)c(OC)c1	-6%
O=C(CC1CCCC1)N1CCC(Cc2nc(C3CC3)n[nH]2)C1 (stereo unspecified)	-1%
CC(C)(C)c1ccc(C(=O)N2CCCC3(C2)NC(=O)N(Cc2ccccc2)C3=O)cc1 (stereo unspecified)	i
Cc1nc(C)n(CCNC(=O)c2cnc(-c3cccnc3)nc2)n1	20%
Cc1ccc(NC(=O)CN(C)S(=O)(=O)c2cccc3cccnc23)c(C)c1	-26%
COc1cccc(-c2ccccc2NC(=O)C2CCN(Cc3cc(F)ccc3F)CC2)c1	-15%
COc1ccc(C(=O)N2CC(c3nnc(-c4ccncc4)o3)C3(CCOCC3)C2)cn1 (stereo unspecified)	i
CCN(C(=O)c1sc2cc(OC)ccc2c1Cl)c1ccccc1	?
O=C1[C@@H]2C[C@@H](CN2C(=O)c2ccccc2)Oc2ccccc2N1Cc1ccccc1	-12%[44.1 µM]
O=C(c1cnccn1)N1CCC(n2cc(-c3nc(-c4ccccc4)no3)nn2)CC1	i
COc1ncccc1CN1CCC2(CC1)OC(=O)N(Cc1ccc(O)cc1)C2(C)c1ccccc1 (stereo unspecified)	?
CN(C)C(=O)c1ccc(OC2CCN(C(=O)c3c(F)cccc3F)CC2)nc1	17%
CSc1cccc(NC(=O)c2ccc3c(c2)N(C)C2CCCN2C3=O)c1 (stereo unspecified)	i
Cc1cc(C(=O)N2CC(N(C3CCOCC3)S(C)(=O)=O)C2)nn1C	7%
O=C(c1cccc(F)c1)N1CCC2(CC1)NC(=O)N(Cc1ccc(F)cc1)C2=O	i
Cc1cccc(-c2cc(NC(=O)COc3ccccc3F)n(-c3ccccc3)n2)c1	19%
O=C(Nc1ccc([C@@H](O)[C@H]2COCC(=O)N2Cc2ccccc2)cc1)c1ccc(F)cc1	i
O=C1NC[C@H]2CN(Cc3nccs3)CCN12	18%[44.1 µM]
CCN(Cc1ccccc1)Cc1nnc2cc(-c3nc(-c4ccccc4)no3)ccn12	i
CC(Oc1ccccc1)C(=O)Nc1nc2ccc(S(N)(=O)=O)cc2s1 (stereo unspecified)	22%
Cc1onc(C(=O)N2CCc3c(c(-c4nncn4-c4ccccc4)nn3C)C2)c1CN1CCCCC1	-30%
CCc1nnc(SCC(=O)Nc2cc(OC)ccc2OC)nc1CC	12%
CCC(C)NC(=O)N1CC(n2cc(C(=O)N(C)CCOC)nn2)C1 (stereo unspecified)	23%
CC(=O)N1CCc2c(sc3c2c(=O)n(-c2ccc(C)cc2)c(=O)n3Cc2ccccc2C)C1	?
CCN(CC)C(=O)c1sc2c(c1C)c(=O)n(-c1ccc(C)c(C)c1)c(=O)n2Cc1cc(=O)n2ccccc2n1	1%
N#Cc1ccc(CN2CCCCCCNC(=O)[C@@H]3CCC[C@@H]32)cc1	-17%
CN(C)c1cc(N2CCCC(N)C2)ncn1 (stereo unspecified)	-5%[5.79 µM]
COCCn1c(=NC(=O)c2ccc3c(c2)OCCO3)sc2cc(C(=O)OC)ccc21	25%[5.79 µM]

A draw from above in order of heavy-atom count, low to high:
SMILES	Pf Dd2 growth
CCn1c(=O)cc(SCC(=O)NCc2ccc(F)cc2Cl)c2ccccc21	i
Cc1ccccc1Nc1nc(-c2cccc(Cl)c2)c2c(n1)-c1ccccc1OC2	-5%
O=S(=O)(Cc1ccccc1)N1CCC(N2CC(OCC3CC3)C23CCOCC3)CC1 (stereo unspecified)	i

Reprinted at random: five compounds from above
SMILES	Pf Dd2 growth
Cc1onc(C(=O)N2CCc3c(c(-c4nncn4-c4ccccc4)nn3C)C2)c1CN1CCCCC1	-30%
O=C1NC[C@H]2CN(Cc3nccs3)CCN12	18%[44.1 µM]
CCN(Cc1ccccc1)Cc1nnc2cc(-c3nc(-c4ccccc4)no3)ccn12	i
CCC(C)NC(=O)N1CC(n2cc(C(=O)N(C)CCOC)nn2)C1 (stereo unspecified)	23%
CCc1nnc(SCC(=O)Nc2cc(OC)ccc2OC)nc1CC	12%

Compound activity (PubChem)
